# Statin myotox sup: suppressors of simvastatin-induced myotoxicity in C2C12 myotubes; ATP luminescence, 48 h; scaled: DMSO 0, geranylgeraniol control 100; rescue of ATP level, % at 7.49 µM; hit rate 0.78% among 330,000; AID 602340;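 active = mean ATP rescue above about 67%, or every replicate alone reaching that limit, limit read from the data, passing the limit was not always enough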;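 note: myotubes were challenged with 10 µM simvastatin during compound exposure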
# S100A4 inh HTS: S100A4-myosin IIA interaction inhibition; P26447; S100A4/TAMRA-MyoIIA peptide fluorescence polarization; inhibition, % at 10.7 µM; hit rate 0.14% among 360,000; AID 652163;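 active = mean inhibition of at least 70% across replicates, with every replicate also reaching that level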
# Target sequence (P26447 whole entry, looked up): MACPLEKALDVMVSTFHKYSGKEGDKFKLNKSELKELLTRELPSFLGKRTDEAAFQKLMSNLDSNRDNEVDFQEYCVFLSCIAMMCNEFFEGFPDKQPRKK
#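 Assay system: human S100A4 monomer with TAMRA-labelled myosin IIA peptide / Buffer or medium: Calcium-containing HEPES buffer, pH 7.2 / Reagent: TAMRA-labelled myosin IIA heavy-chain peptide probe, 5 nM / Compound: one dose per compound / Timing: polarization read 5 min after assay mix addition, stable 5–60 min / Benchmarks: neutral control DMSO, positive control TFP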
# Cneo AK release: Cryptococcus neoformans lysis via adenylate kinase release; C. neoformans lysis, adenylate kinase release luminescence, 4 h; normalised: neutral wells 0, clomiphene wells 100; lysis activity, % at 15 µM; hit rate 0.2% among 360,000; AID 651654;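 active = mean lysis activity across replicates of at least 80%, whatever share of replicates individually reach that level; inactive = mean lysis activity below 80%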
#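 Assay system: C. neoformans cells. Amount: yeast cell density of 5 × 10^6 cells/mL. Technique: AK luminescence. Buffer or medium: YPD. Times: static 4 h at 37 °C with compound, 1 h detection. Dosing: single-point compound dose. Read-out: lysis from increased AK signal.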
# XiGFP reactiv: activators of X-chromosome reactivation in mouse fibroblasts. XiGFP mouse fibroblasts, % GFP-positive cells imaging, 3 d; cells co-treated with 5-aza-dC sensitizer; scaled so ellipticine positive control = 100%. activation, % at 7.58 µM. hit rate 0.055% among 360,000;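 active = mean normalized replicate activation at least 10% and every replicate at or above 10%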;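 note: 0% = median of on-plate neutral control wells and 100% = ellipticine 6 µM median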
#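 System: XiGFP fibroblasts, SV40-immortalized. Medium: DMEM plus 5-aza-dC sensitizer. Doses: single point. Timing: 3 d treatment, 15 min room-temperature fixation. Control set: ellipticine 6 µM.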
# SIRT5 block: sirtuin-5 (human) deacylase inhibition | Q9NXA8 | Purified SirT5, succinyl-peptide AMC, trypsin-coupled fluorescence | inhibition, % at 15 µM | hit rate 1.1% among 330,000; in the data active = inhibition above about 15%
# Target sequence (Q9NXA8 whole entry, looked up): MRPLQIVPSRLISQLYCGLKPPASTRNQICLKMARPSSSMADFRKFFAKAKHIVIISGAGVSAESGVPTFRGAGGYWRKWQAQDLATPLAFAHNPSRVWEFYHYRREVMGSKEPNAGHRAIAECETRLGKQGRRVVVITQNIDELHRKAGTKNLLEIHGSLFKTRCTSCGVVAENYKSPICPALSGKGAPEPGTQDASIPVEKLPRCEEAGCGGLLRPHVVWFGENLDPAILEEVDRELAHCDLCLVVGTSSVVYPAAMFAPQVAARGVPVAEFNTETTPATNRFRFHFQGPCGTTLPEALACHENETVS
# LGR2 antag: blocks bursicon-induced cAMP signaling via Drosophila LGR2; HEK293 LGR2, CRE-luciferase, bursicon-stimulated, 4 h; inhibition, % at 9.99 µM; hit rate 0.35% among 380,000; AID 720647;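 active = drop in luminescence signal, shown as inhibition above about 50% in the replicate tests, limit read from the data, passing the limit was not always enough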;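 note: agonist challenge used bursicon conditioned medium at about half maximal strength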
# ERAP1 inh: inhibitors of human ERAP1 aminopeptidase. inhibition, % at 10.7 µM. recombinant ERAP1, Leu-AMC fluorescence, 60 min. AID 652197. hit rate 0.15% among 340,000;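 active = mean replicate inhibition of at least 30%, or all replicates individually reaching that 30% level; inactive = mean below 30% and not every replicate reaching it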;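 note: 0% = neutral control wells and 100% = L-leucinethiol positive control wells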
# PGC1a acetyl inh: PGC1a acetylation modulation, inhibitor mode; hit rate 0.17% among 350,000; AID 651687; inhibition, % at 15.6 µM; U2OS PGC1a acetylation, AlphaScreen anti-acetyl-lysine; with virally co-expressed GCN5 acetyltransferase;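 active = every replicate shows inhibition of at least 40%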;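 note: 0% = neutral control wells and 100% = positive control wells; some results beyond the cut were filed as inactive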
# Numbers without * were called inactive; . = not tested or not shown. Some of the compounds tested. The share of hits here may be higher or lower than overall.
1	CCCNC(=O)C[C@@H]1C[C@H]2c3cc(NC(=O)NC4CCCC4)ccc3O[C@H]2[C@H](CO)O1
2	CCCCc1ccc(S(=O)(=O)N2CCN(C(=O)c3ccco3)CC2)cc1
3	O=C(CSc1nnc(Cn2c(=O)sc3ccccc32)n1-c1ccccc1)N1CCCC1
4	C[C@@H]1CN([C@@H](C)CO)C(=O)c2cc(C3=CCCC3)cnc2O[C@H]1CN(C)C(=O)CN1CCOCC1
5	CCOP(=O)(OCC)C(Nc1ccc(F)cc1)c1ccccc1 (centres undefined)
6	CN(C)CC(=O)N[C@@H]1CC[C@@H](CCNC(=O)C2CCC2)O[C@@H]1CO
7	COc1cccc(CNC(=O)c2cccc(NC3=NC4CS(=O)(=O)CC4S3)c2)c1 (centres undefined)
8	CCNC(=O)[C@@H]1[C@@H](CO)[C@@H]2Cn3c(ccc(-c4ccccc4F)c3=O)[C@H]1N2Cc1cccnc1

Assay by compound	1	2	3	4	5	6	7	8
Statin myotox sup	3	3	1	-14	.	-1	12	-7
S100A4 inh HTS	16	.	-1	-4	-3	2	-3	-4
Cneo AK release	3	1	1	-5	3	-2	-1	1
XiGFP reactiv	0.0	3.0	0.2	1.1	0.0	0.0	0.3	0.1
SIRT5 block	-4	.	-1	0	0	-4	0	2
LGR2 antag	-19	10	-10	-7	.	14	-1	-11
ERAP1 inh	0	.	2	-2	.	4	2	-3
PGC1a acetyl inh	0	-21	11	4	-1	11	.	.

# The last four entries of the section before open the next one:
5	CCOP(=O)(OCC)C(Nc1ccc(F)cc1)c1ccccc1 (centres undefined)
6	CN(C)CC(=O)N[C@@H]1CC[C@@H](CCNC(=O)C2CCC2)O[C@@H]1CO
7	COc1cccc(CNC(=O)c2cccc(NC3=NC4CS(=O)(=O)CC4S3)c2)c1 (centres undefined)
8	CCNC(=O)[C@@H]1[C@@H](CO)[C@@H]2Cn3c(ccc(-c4ccccc4F)c3=O)[C@H]1N2Cc1cccnc1
9	O=C(COc1ccccc1)c1ccccc1
10	CCOC(=O)c1cn(C[C@H](Cc2ccccc2)NC(=O)N[C@H](CO)CCc2oc(C(C)=O)c(C(=O)OC)c2C(=O)OC)nn1
11	COc1ccc(N2CCN(C(=O)COCc3cc(-c4ccc5c(c4)OCO5)on3)CC2)cc1
12	CNC[C@@H]1OCCCC[C@@H](C)Oc2ccc(NC(=O)CCCN(C)C)cc2C(=O)N([C@@H](C)CO)C[C@H]1C
13	COc1ccc(NS(=O)(=O)c2ccc(C)c(C(=O)NNC(=O)c3csc(N4CCOCC4)n3)c2)cc1
14	CO[C@H]1CC[C@H]2CCOc3c(C#N)cccc3C(=O)N(C)CCCC(=O)N(C)C[C@H]1O2
15	Cc1cc(C)n(-c2nnc(NC34CC5CC(CC(C5)C3)C4)nn2)n1
16	O=C(NCc1nnnn1-c1ccc(Cl)cc1)c1ccc([N+](=O)[O-])o1

Assay by compound	5	6	7	8	9	10	11	12	13	14	15	16
Statin myotox sup	.	-1	12	-7	3	.	5	-18	.	-3	9	89*
S100A4 inh HTS	-3	2	-3	-4	0	-34	1	-34	-2	-7	.	6
Cneo AK release	3	-2	-1	1	2	6	2	6	.	3	0	-1
XiGFP reactiv	0.0	0.0	0.3	0.1	-0.1	.	0.3	-0.1	1.2	0.0	0.2	0.2
SIRT5 block	0	-4	0	2	-2	-4	-2	-3	-4	-2	.	.
LGR2 antag	.	14	-1	-11	-50	.	18	-1	5	3	-90	29
ERAP1 inh	.	4	2	-3	-1	3	0	6	1	4	.	4
PGC1a acetyl inh	-1	11	.	.	-2	1	9	4	-11	17	9	14

17	CCOc1ccc(C(=O)NC(=S)Nc2cccc(NC(=O)c3ccco3)c2)cc1[N+](=O)[O-]
18	CC1CCCN(CC(=O)Nc2cc(S(=O)(=O)N3CCOCC3)ccc2N2CCCC2)C1 (centres undefined)
19	CCOC(=O)c1c(S(=O)(=O)NCC(=O)Nc2ccccc2F)c(C)n(C)c1C
20	C[C@@H]1CN(c2ccc(N3CCN(C(=O)OC(C)(C)C)C[C@@H]3C)cc2C#N)C[C@H](C)O1
21	CN(C)S(=O)(=O)c1cccc(NC(=S)NCCc2ccccn2)c1
22	O=C(COc1ccc(C(=S)N2CCCC2)cc1)Nc1ccccc1C(F)(F)F
23	COC(=O)CSc1ccc2nnc(CCNS(=O)(=O)c3ccc(C)cc3)n2n1
24	CC1Cc2ccccc2N1CC(=O)NC(=O)NCc1ccccc1 (centres undefined)

Assay by compound	17	18	19	20	21	22	23	24
Statin myotox sup	.	11	1	.	12	4	.	.
S100A4 inh HTS	7	0	12	-14	3	0	6	-4
Cneo AK release	.	-1	-1	.	-2	-1	.	.
XiGFP reactiv	0.1	0.1	-0.1	0.3	0.3	-0.1	0.0	-0.1
SIRT5 block	-6	2	-1	3	-3	-1	.	1
LGR2 antag	7	-4	-3	-32	6	-4	22	16
ERAP1 inh	2	-2	-2	13	3	-1	-4	-2
PGC1a acetyl inh	.	-13	-3	.	.	.	-1	-14

25	C[C@@H]1CN([C@H](C)CO)C(=O)c2cc(NC(=O)Nc3ccc(F)cc3)ccc2O[C@@H](C)CCCCO[C@@H]1CN(C)C(=O)Cc1ccccc1
26	C=CCN(CC=C)CCOc1cc(C)ccc1[N+](=O)[O-]
27	CCN1C(=O)CS/C1=N\S(=O)(=O)c1ccc(Cl)cc1
28	COc1cc2c3c(c1)/C(=C1/SC(=S)NC1=O)C(=O)N3C(C)(C)C=C2C
29	COc1ccc(Cn2c(=O)[nH]c3cc(OC)c(OC)cc3c2=O)cc1
30	CCOc1ncccc1C(=O)Nc1ccc2c(c1)OCO2
31	CC1CCN(C2=C(NS(=O)(=O)c3ccc(Br)cc3)C(=O)c3ccccc3C2=O)CC1
32	COc1ccc(S(=O)(=O)Nc2ccc3c(c2)C(=O)N([C@@H](C)CO)C[C@H](C)[C@H](CN(C)S(=O)(=O)c2ccc(C)cc2)OCCCC[C@H](C)O3)cc1

Assay by compound	25	26	27	28	29	30	31	32
Statin myotox sup	.	.	4	-16	.	.	-39	.
S100A4 inh HTS	1	2	0	-1	-3	2	-3	-11
Cneo AK release	-2	.	6	1	5	.	-1	46
XiGFP reactiv	-0.7	-0.1	0.0	0.4	0.1	-0.2	0.1	0.0
SIRT5 block	1	-1	-3	1	-7	-4	0	10
LGR2 antag	1	-13	-13	.	-7	-20	10	14
ERAP1 inh	-4	0	-1	2	.	-2	0	0
PGC1a acetyl inh	-3	.	11	2	15	5	.	-23

33	CO[C@@H]1CN(C)C(=O)c2cc(NC(=O)NC3CCCCC3)ccc2OC[C@@H](C)N(C(C)=O)C[C@@H]1C
34	CCO[C@@H]1OC(C(=O)N2CCN(Cc3ccccc3)CC2)=C[C@H](c2cn(C(C)=O)c3ccccc23)[C@H]1CCCO
35	CN1C(=O)c2cc(NC(=O)c3ccccc3Cl)ccc2OC[C@H]2O[C@@H](CC(=O)Nc3ccc4c(c3)CCC4)CC[C@@H]21
36	CC[C@H](C)C(C(=O)N1CCN(C(=O)OC(C)(C)C)CC1)n1cc(C(CC(C)C)NC(=O)OC(C)(C)C)nn1 (some centres undefined)
37	O=C(O)c1ccccc1OCCOc1ccccc1
38	O=C(O)CCCN1C(=O)C2C3CC(C2C1=O)C1C(c2ccccc2)c2sc(=O)n(-c4ccccc4)c2SC31 (centres undefined)
39	COc1ccc(CNC(=O)COC(=O)/C=C/c2cccc(Cl)c2)cc1
40	C/C=C(/C)C(=O)Nc1cccc(C2=NOC3(C2)C[C@H](C(N)=O)N(C(=O)c2ccc(Cl)cc2)C3)c1 (some centres undefined)

Assay by compound	33	34	35	36	37	38	39	40
Statin myotox sup	-8	1	2	12	-15	.	9	5
S100A4 inh HTS	38	2	0	-3	8	5	-3	-2
Cneo AK release	-8	3	1	-2	0	.	0	2
XiGFP reactiv	0.2	-0.1	0.0	-0.1	.	-0.1	0.2	0.5
SIRT5 block	-2	-16	1	.	.	-2	.	.
LGR2 antag	-13	-4	2	11	.	-4	-13	-2
ERAP1 inh	-1	-3	2	.	.	3	4	.
PGC1a acetyl inh	8	.	-13	-18	9	2	1	-3

41	O=C1CN(C(=O)c2ccccc2)C(c2ccc(F)cc2)c2cc(Br)ccc2N1 (centres undefined)
42	CCCNC(=O)N1CC(=O)N2[C@H](CO)[C@@H](c3ccc(C#Cc4cccc(F)c4)cc3)[C@H]2C1
43	CC(NS(=O)(=O)c1ccc(Br)cc1)C(=O)NC1CCCCCC1 (centres undefined)
44	CC(C)=CCC/C(C)=C/CNC(=O)CC1C[C@H](C(=O)N2CCCCC2)[C@@]2(C)c3[nH]c4ccccc4c3CCN2C1=O (some centres undefined)
45	CC(=O)N(C)C[C@H]1[C@H](c2ccc(-c3ccccc3F)cc2)[C@H](CO)N1C(C)=O
46	C[C@H]1CN([C@@H](C)CO)S(=O)(=O)c2ccc(/C=C/c3ccccc3)cc2O[C@@H]1CN(C)C(=O)c1ccncc1
47	COCc1cn(CC[C@H]2CC[C@H](NC(=O)Nc3ccccc3)[C@H](CO)O2)nn1
48	O=C(O)c1ccc(N/N=C/c2ccc3ncccc3c2)cc1

Assay by compound	41	42	43	44	45	46	47	48
Statin myotox sup	45	.	4	-23	31	8	3	.
S100A4 inh HTS	-1	-5	-11	-2	-1	-3	24	.
Cneo AK release	0	.	1	12	47	-2	3	-2
XiGFP reactiv	0.0	0.0	-0.1	0.0	0.0	0.7	0.1	0.0
SIRT5 block	3	-1	4	3	9	5	1	.
LGR2 antag	9	-6	17	6	-19	27	-2	88*
ERAP1 inh	1	2	2	-2	-4	-1	-3	.
PGC1a acetyl inh	3	0	-8	2	-3	-5	2	7

49	CCC(=O)N1CCC2(CC1)CN[C@H](CO)c1c2c2ccc(OC)cc2n1C
50	Cc1ccc(N(CC(=O)NCc2ccc(F)cc2)C(=O)CCC(=O)Nc2ccccn2)cc1C
51	O=C1CSC(c2ccccc2[N+](=O)[O-])N1CCc1ccccc1 (centres undefined)
52	Oc1ccc(CCNc2c3ccccc3nc3ccccc23)cc1O
53	COc1cc(NC(=O)c2cccnc2Sc2ccc(Cl)cc2)cc(OC)c1OC
54	COc1ccc(CCNC(=O)Nc2ccc3c(c2)c(=O)n(C)n3Cc2ccc(Cl)cc2)cc1OC
55	COc1ccc(Cl)cc1S(=O)(=O)N1CCCC(C(=O)NCCc2ccccc2)C1 (centres undefined)
56	c1csc(-c2nc(N3CCCCC3)no2)c1
57	CCCN(CCC)CCNC(=O)c1cc2c(C)nc3ccccc3c2o1

Assay by compound	49	50	51	52	53	54	55	56	57
Statin myotox sup	.	.	.	39	.	10	.	79	40
S100A4 inh HTS	18	-2	-1	2	-1	1	-2	-4	.
Cneo AK release	.	0	.	3	.	2	-2	2	0
XiGFP reactiv	0.1	0.0	0.0	0.0	-0.1	0.1	0.0	-0.1	.
SIRT5 block	-3	.	2	-5	0	.	-6	-3	.
LGR2 antag	-6	-12	7	39	0	-2	2	-131	17
ERAP1 inh	0	-4	1	-104	8	-3	2	-2	.
PGC1a acetyl inh	1	-1	.	.	.	-11	-4	-1	18

# From PubChem BioAssay
